Source: PubChem
hcGAS lum: Primary biochemical luminescence assay for human cyclic GMP-AMP synthase inhibitors. inhibition, % at 12.5 µM. AID 1259398, 2018. 0.081% of 290,000 active. recombinant h-cGAS, ATP depletion, Kinase-Glo luminescence. Q8N884;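 also: 0% = vehicle reaction and 100% = reaction without DNA for no activity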
Target sequence (Q8N884 whole entry, looked up): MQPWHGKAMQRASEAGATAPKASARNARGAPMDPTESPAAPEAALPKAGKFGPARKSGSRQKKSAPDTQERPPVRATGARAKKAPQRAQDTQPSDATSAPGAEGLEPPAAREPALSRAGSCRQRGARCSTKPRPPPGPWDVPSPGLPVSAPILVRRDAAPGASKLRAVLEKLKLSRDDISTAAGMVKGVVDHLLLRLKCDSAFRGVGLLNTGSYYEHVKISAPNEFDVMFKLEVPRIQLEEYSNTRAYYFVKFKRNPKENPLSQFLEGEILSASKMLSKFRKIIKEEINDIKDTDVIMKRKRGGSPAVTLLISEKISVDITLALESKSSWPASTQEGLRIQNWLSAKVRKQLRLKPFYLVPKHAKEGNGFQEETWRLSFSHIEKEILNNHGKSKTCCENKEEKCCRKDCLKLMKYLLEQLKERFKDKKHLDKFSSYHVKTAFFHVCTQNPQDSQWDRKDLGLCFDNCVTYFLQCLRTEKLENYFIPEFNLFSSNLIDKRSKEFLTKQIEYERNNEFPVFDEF
mcGAS inh: cyclic GMP-AMP synthase inhibitors, mouse, primary biochemical chemiluminescence. Q8C6L5. recombinant cGAS, Kinase-Glo ATP depletion luminescence. inhibition, % at 12.5 µM. 0.15% of 160,000 active. AID 1259399, 2018;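 also: 0% = negative control wells and 100% = reference inhibitor with no enzyme activity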
NPYLR7 ag: agonists of mosquito NPYLR7 receptor, primary screen, cell-based, Aedes aegypti, calcium fluorescence, mosquito biting behavior; 0.15% of 270,000 active; activation, % at 10 µM; Aedes aegypti neuropeptide Y-like receptor 7 (NPYLR7); HEK293T NPYLR7/Galpha15, GCaMP6s calcium fluorescence; in the data active = activation above about 40%;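 also: 0% = vehicle and 100% = reference agonist at the receptor; some compounds past the cut are filed as inactive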
Active calls of the source: *; nt = no result given; & = joins results of further samples. Rule as the data show it, unless noted: active = inhibition above about 40%; inactive = the rest. An unsorted share of the library; about 0.27% have a hit in one of these screens.

SMILES	NPYLR7 ag	hcGAS lum	mcGAS inh
Cc1ccc(Cl)cc1NC(=O)CN1CCN(C(=O)C2CCCO2)CC1 (configuration not stated)	0	-6	nt
Cn1ncc(Nc2ccc(N3CCSCC3)cc2)c(Cl)c1=O	5	-7	nt
COC(=O)CCc1ccc(-c2cncs2)cc1	7	-19	nt
Cc1ccccc1NC(=O)N1C[C@@H](O)[C@H](NCCc2cnc[nH]2)C1	16	-10	nt
Cc1c(C(=O)N2Cc3cnc(C(C)(C)C)nc3C2)cnc2ccnn12	16	-6	nt
COc1cc(C=NNc2ncc(Cl)cc2Cl)cc(OC)c1	2	0	nt
COc1cn(CC(=O)Nc2c(C)cc(C)cc2C)c(CN2CCN(c3ccc(F)cc3)CC2)cc1=O	1	-4	-9
C=CCNC(=S)NNc1nncc2ccccc12	17	-5	nt
C[C@@]1(O)CCN(C(=O)CN2CCOC2=O)C[C@@H]1Cc1ccccc1	0	-1	nt
O=C(C=Cc1cc(Cl)ccc1Cl)NCc1nnc2ccccn12	1	-6	-4
CCOc1ccc(C(C)NCc2nc3ccc(Cl)cc3c(=O)[nH]2)cc1OCC (configuration not stated)	-5	5	6
Cc1ccc(-c2nc3ccc(Br)cn3c2NC(C)(C)C)cc1	-3	0	-5
O=C(O)c1cc2c(s1)CCS(=O)(=O)C2	8	-3	-12
COc1ccc(Br)cc1C=C1NC(=S)NC1=O	3	-2	nt
CC(=NNc1ccc(F)cc1F)c1ccco1	1	-9	nt
Cc1nc(C(=O)N2CCCC(C(=O)c3cccc(OC(C)C)c3)C2)cs1 (configuration not stated)	1	-6	-5
CCc1nc2cc(NC(=O)N3CCCC(CO)C3)ccc2o1 (configuration not stated)	0	-5	-16
COC(=O)c1sccc1S(=O)(=O)N(Cc1cccs1)Cc1ccccc1OC	6	-3	-5
CCOC(=O)C1(CCc2ccccc2)CCN(C(=O)NC2CCCCC2)CC1	8	-6	-10
O=C(NC1CCCN(Cc2ccc(Cl)cc2)C1)c1cnc2ccccn2c1=O (configuration not stated)	23	-9	nt
CN(C)S(=O)(=O)c1ccc2c(c1)oc(=O)n2C1CCOC1=O (configuration not stated)	11	-5	-11
O=C(CN1CN(c2ccccc2)C2(CCN(S(=O)(=O)c3cccc(C(F)(F)F)c3)CC2)C1=O)NCc1ccc2c(c1)OCO2	7	-6	-4
CCOc1ccc(C#N)cc1NCc1nc(Cc2ccccc2)no1	1	4	nt
NC(=O)c1csc(-c2cc(NC3CCCC3)nc3[nH]ccc23)n1	18	-4	nt
COCCN(Cc1cc(NC(=O)c2ccccc2Cl)ccc1N(C)C)C(=O)Nc1cccc(F)c1	-1	-3	-6
OCC1=CC[N+]2(Cc3ccccc3)CCC(O)[C@@H]12 (some centres not stated)	2	-4	-5
COc1ccccc1N1CCN(C(=O)c2cc(-c3ccc([N+](=O)[O-])cc3)nn2-c2ccccc2Cl)CC1	-1	-16	-5
Cc1ccccc1C(NC(=O)C1CCN(CCCOc2ccccc2)CC1)c1cnccn1 (configuration not stated)	-9	4	2
CSc1ccc(NC(=O)CCc2nc3sc4c(c3c(=O)[nH]2)CCCC4)cc1	-1	5	-1
O=S(=O)(c1ccc2ccccc2c1)N1CCNCC1	7	-5	-5
CCNC(=O)C(C)(C)n1cc(-c2ccc3c(c2)OCO3)cn1	5	-7	-8
O=C(Cn1c2ccccc2c(=O)c2ccccc21)NCc1ccco1	-4	-3	nt
CC(C)c1nc(C2(NCc3cc(Cl)nc(Cl)c3)CCCC2)no1	0	-3	nt
CN1C(=O)c2ccc(N)cc2C1=O	3	-5	nt
Cn1c(SCC(=O)C(C)(C)C)nc2sc3c(c2c1=O)CCCC3	-3	-6	-3
Cc1c(-c2ccc(F)cc2)[nH]c2ccc(CNC(=O)c3cccnc3)cc12	10	-5	-15
Cc1cc(S(=O)(=O)N(C)C2CCN(C(C)C)CC2)ccc1Br	1	-8	nt
Cc1csc(CN2CCN(C)C3(CCN(C(=O)CC(C)(C)C)CC3)C2)n1	3	-3	-15
O=C(NCCc1ccccc1)c1cc(NC(=O)C23CC4CC(CC(C4)C2)C3)ccc1N1CCCCC1	-8	-1	0
COc1cn(CC(N)=O)c(CN2CCN(C(C)=O)CC2)cc1=O	0	-3	-6
CC1CN(C(=O)CCCCSc2nnc(Cc3ccccc3)n2-c2ccccc2)CCN1C(=O)c1ccc(Br)cc1 (configuration not stated)	-1	3	-1
O=C(CN1CCCC1)N1N=C(c2cccs2)CC1c1ccc(F)cc1 (configuration not stated)	-4	2	-3
COc1ccc(C(=O)N2CCC(C(=O)NC3CCCC[C@H]3NC(=O)c3ccccc3C)CC2)cc1 (some centres not stated)	6	-5	-3
CC(C)c1ccc(-c2csc(NC(=O)c3cnccn3)n2)c(C(C)C)c1	18	3	19
CCCc1cc(=O)n(CC(=O)Nc2cccc(OC)c2)c(-n2nc(C)cc2C)n1	-7	-9	-8
O=C(O)CCc1nc2ccccc2oc1=O	-4	-4	nt
O=C(C1CCCC1)N1CCCC(OCc2cccc(OC(F)(F)F)c2)C1 (configuration not stated)	-5	-5	nt
CCCCc1ccc(-n2nc3cc(Cl)c(NC(C)=O)cc3n2)cc1	-9	-5	-9
O=C(NCc1ccccc1Cl)c1nnn(-c2ccccc2)c1CSc1ncccn1	-2	-10	-9
Cc1cc(NC(=O)CN2CCCC(Cn3cncn3)C2)n(C)n1 (configuration not stated)	3	-10	nt
Cc1ccc(-c2nnc(-c3ccc(C(=O)NC4CC4)cc3)o2)cc1	2	-2	nt
CC(C)CNC(=O)c1ccc2c(=O)n(C(C)C)c3nn(Cc4ccc(Cl)cc4)c(=O)n3c2c1	2	3	-1
CCN(CC)C(=O)c1cc(NC(=O)c2ccccc2Br)ccc1N1CCCC1	1&-13	3&-1	-7&-4
NC(=O)C(NCc1cc(Br)ccc1O)c1ccccc1 (configuration not stated)	8	-8	nt
N#CC(C#N)=C1C=C(c2ccc3c(c2)OCCO3)Oc2ccccc21	-2	-8	nt
CCn1cc(C(CC(=O)NCCc2ccccc2)c2ccc(F)cc2)c2ccccc21 (configuration not stated)	nt	-5	-4
CCCN(Cc1ccc(OC)cc1)C(=O)c1ccc(C(C)=O)s1	-2	-1	-4
COc1cccc(C(CN2CCN(S(=O)(=O)c3ccc(OC)c(OC)c3)CC2)OCc2cccc(Cl)c2)c1 (configuration not stated)	29	-1	-5
CC(=O)Nc1ccc(NC(=O)CSc2nnc3sc4ccccc4n23)cc1	-3	4	3
O=C(CSc1nnc2n1CCCCC2)N1N=C(c2cccs2)CC1c1cccs1 (configuration not stated)	0	-2	-3

The list goes on, overlapping the part above by three compounds.
SMILES	NPYLR7 ag	hcGAS lum	mcGAS inh
COc1cccc(C(CN2CCN(S(=O)(=O)c3ccc(OC)c(OC)c3)CC2)OCc2cccc(Cl)c2)c1 (configuration not stated)	29	-1	-5
CC(=O)Nc1ccc(NC(=O)CSc2nnc3sc4ccccc4n23)cc1	-3	4	3
O=C(CSc1nnc2n1CCCCC2)N1N=C(c2cccs2)CC1c1cccs1 (configuration not stated)	0	-2	-3
CCc1ccc(CN(C)S(=O)(=O)c2ccc(Cl)s2)cc1	6	-2	nt
Cc1nccc(-c2cccc(NC(=O)c3cccnc3Nc3cc(Cl)ccc3C)c2)n1	0	-8	-3
Cc1ncn(CC(=O)N2CCOC3(CCCC3)C2)c1C	nt	-15	-4
Cc1nc(SCC(=O)c2cccs2)c2c3c(sc2n1)CCCC3	1	-5	nt
Cc1cn2c(nc3c2c(=O)n(CC(C)C)c(=O)n3C)o1	1	5	-2
CC(c1ccccc1)n1c(=O)c(C(=O)NCC2CCCO2)nn(-c2ccccc2)c1=O (configuration not stated)	-7	1	0
O=C(O)c1cc(-c2cccc3cccnc23)cs1	2	-8	nt
Cc1cnc(C)c(N2CCN(Cc3nc4ccccc4n3C(C)C)CC2)n1	3	-6	nt
Cc1cc(C)cc(Nc2ncnc(N)c2[N+](=O)[O-])c1	0	-6	nt
COC(=O)C(CCN1CCCCC1)NC(=O)COC1CCCCC1C (configuration not stated)	14	-10	nt
Cc1nc(N2CCCC2C(=O)N(C)Cc2nc3ccccc3[nH]2)nc2ccc(F)cc12 (configuration not stated)	16	-4	nt
Cc1nc(CCNC(=O)c2cn[nH]n2)nc2c1CCCC2	23	-5	-13
CNC(=O)CSc1n[nH]c(COc2ccccc2C)n1	-5	-5	-17
COc1ccc(Oc2ccc(S(=O)(=O)C(F)(F)F)cc2[N+](=O)[O-])c([N+](=O)[O-])c1	-2	-8	nt
Cc1cc(Nc2ccccc2)nc(N2CCN(C(=O)c3ccccc3)CC2)n1	4	-11	nt
COc1ccc(-c2noc(-c3ccc(N4CCC[C@H]4CO)nc3)n2)cc1	3	-12	nt
CC(=O)c1ccc(Cl)c(Cl)c1OCCn1cncn1	-2	-8	-15
Cc1cncc(C(=O)NC2CC(=O)N(Cc3cccc4ccccc34)C2)c1 (configuration not stated)	5	1	5
CC(=O)Nc1ccc(S(=O)(=O)N2CCC(Cc3ccc(C(F)(F)F)cc3)CC2)cc1	2	-6	-7
O=C(Nc1ccccc1)Oc1cc2oc(=O)sc2cc1Cl	8	-5	-2
CCc1nc2ccc(C(=O)NCCc3c[nH]c4ccccc34)cn2c1N(CCN(C)C)CC1CC1	-6	-2	1
O=C(c1ccc(-c2ncn[nH]2)cc1)N1CCOC(C(F)(F)F)C1 (configuration not stated)	8	-7	-9
CC(C)(O)C#Cc1ccc(C(=O)N2CCCC(C(=O)c3cccc(C(F)(F)F)c3)C2)cc1 (configuration not stated)	14&1	-7&-2	-8&-4
CCCc1nnc(-c2cc3ccccc3[nH]2)o1	-3	-4	nt
OC(c1ccccc1)c1cn(C2CCN(Cc3cnc4ccccc4c3)CC2)nn1 (configuration not stated)	-13	-7	-9
CCn1nc(-c2ccc(C)cc2)ccc1=O	9	-11	nt
O=C(O)c1cnc(-n2cccn2)cn1	11	-4	-12
OCCc1ccccc1-n1ccnc1-c1ccc(-c2ccn[nH]2)o1	14	-4	nt
Cc1cc(NC(=O)c2ccc(C(F)(F)F)nc2)no1	0	3	-1
COc1ccc(OCC(O)CN(Cc2ccccc2Cl)C(C)C)cc1 (configuration not stated)	-7	4	2
CCNC(=O)NC(=O)CN1CCN(Cc2ccc(C(F)(F)F)cc2)CC1	6	-1	nt
COc1c[nH]c(C(=O)Nc2ccc(F)c(Cl)c2)cc1=O	0	-6	nt
C=CCOC1CCCN(C(=O)Nc2ccccc2)C1 (configuration not stated)	1	-3	-3
CC[S+](CC)C1C(=O)NC(=O)N(c2ccccc2F)C1=O (configuration not stated)	17	-8	nt
COc1cc2c(cc1C1CC(=O)Nc3[nH]ncc31)CCC2 (configuration not stated)	3	-9	nt
COc1ccccc1N1CCN(c2ccc(NC(=O)C(Cl)c3ccccc3)cc2C(=O)NCc2ccccc2)CC1 (configuration not stated)	7	-1	-5
CC(C)C(=O)Nc1ccc(OCC(F)(F)F)c(C#N)c1	1	-11	nt
Nc1nc(-c2ccc(F)cc2F)cs1	-6	-3	nt
CC1CCN(c2nnc(SC(C)C(=O)NC(C)C)n2CC2CCCO2)CC1 (configuration not stated)	8	0	nt
O=C(OCc1ccccc1)c1ccc(F)cc1Cl	8	-9	nt
O=C(NCc1nc2ccccc2n1CCCOc1ccccc1)c1ccco1	-2	-5	-9
CCOc1ccc(NS(=O)(=O)c2ccc3ccccc3c2)cc1	0	-2	-1
Cc1ccccc1C1c2ccsc2CCN1C(=O)CN(C(=O)C(C)(C)CCl)C1CCCCC1 (configuration not stated)	nt	-10	-5
O=C1CCN(C2CCN(Cc3nc(COc4ccccc4)no3)CC2)CCN1	5	-5	nt
COc1cccc2ccc(CN3CCCN(C)C4(CCN(C)CC4)C3)nc12	-18	0	9
COc1ccc(-c2nc3ccc(Br)cn3c2NC(C)(C)CC(C)(C)C)cc1OC	-7	-9	-9
Cc1nc(CCN(C)C(=O)CCNC(=O)c2ccccc2F)no1	-3	1	nt
COC(=O)[C@]1(C)N[C@H](c2csc(-c3ccccc3)n2)[C@@H]2C(=O)N(C)C(=O)[C@@H]21	1	-4	nt
CNC(=O)COC(=O)C12CC3CC(CC(Br)(C3)C1)C2	8	-2	nt
CCOC(=O)C1=C(C)N=c2s/c(=C/c3ccco3)c(=O)n2C1c1cccs1 (configuration not stated)	-10	-4	-5
CCCCOC(=O)c1ccccc1NC(=O)N1CCC[C@H]1C(=O)N1CCC(C(=O)Nc2ccc(OC)cc2)CC1	6	-6	-5
CN(C)c1cccc(C(=O)NCCc2ccc3c(c2)OCCO3)c1	6	-13	-7
COc1ccc(/C=N\Nc2nnc(C(C)(C)C)c(=O)[nH]2)cc1O	-2	-7	nt
CC(C)c1ccc(N2CCN(CC(=O)N3CCN(S(C)(=O)=O)CC3)C2=O)cc1	9	-10	nt
Cn1cccc1C(CNC(=O)C1CC1)N1CCc2ccccc2C1 (configuration not stated)	0	-4	-5
